Tn7 DDE FP: inhibitors of Tn7 peptide binding to human fibrin DD(E). AID 720508. FP displacement of FITC-Tn7 peptide from fibrin DD(E); 0% = median of compound wells per plate. inhibition, % at 8.3 µM. hit rate 0.13% among 370,000. P02675;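 active means inhibition above the mean of compounds falling within the control limits plus 3 SD of them, cut at about 14% in these data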;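 further: 0% = plate median of compound wells and 100% = 10 µM Aha-Tn7 peptide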
Target sequence (P02675 whole entry, looked up): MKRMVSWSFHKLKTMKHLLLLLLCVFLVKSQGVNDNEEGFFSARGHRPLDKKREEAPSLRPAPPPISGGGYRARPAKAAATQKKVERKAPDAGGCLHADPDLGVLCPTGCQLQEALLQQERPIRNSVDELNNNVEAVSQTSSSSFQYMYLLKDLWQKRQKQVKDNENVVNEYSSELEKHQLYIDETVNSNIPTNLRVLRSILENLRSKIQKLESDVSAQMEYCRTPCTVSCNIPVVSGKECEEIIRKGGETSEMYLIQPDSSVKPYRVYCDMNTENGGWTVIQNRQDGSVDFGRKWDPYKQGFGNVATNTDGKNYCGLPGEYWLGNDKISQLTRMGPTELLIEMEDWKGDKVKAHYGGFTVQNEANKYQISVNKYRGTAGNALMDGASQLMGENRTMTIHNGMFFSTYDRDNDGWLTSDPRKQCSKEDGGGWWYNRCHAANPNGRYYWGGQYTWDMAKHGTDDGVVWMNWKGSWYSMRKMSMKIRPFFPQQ
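Assay system: human fibrin DD(E) protein / Input: 2 µM fibrin DD(E) / Benchmarks: high control of 10 µM Aha-Tn7 peptide / Measured by: fluorescence polarization of the labelled Tn7 tracer / Medium: Tris buffer with calcium and detergent, pH 7.8 / Timing: 10 min compound pre-incubation, 3 h probe incubation at room temperature / Repeats: one replicate per compound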
PLCb3 inh: inhibitors of human phospholipase C beta3. Q01970. hit rate 0.18% among 370,000. inhibition, % at 12.2 µM. Purified PLC-beta3, fluorogenic substrate, fluorescence; in the data active means inhibition above about 11%;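 further: 0% = median of compound wells on plate and 100% = full blocker control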
MBD2 inh: inhibitors of human MBD2 binding to methylated oligonucleotide; Q9UBB5; TR-FRET; inhibition, % at 4.4 µM; hit rate 0.31% among 370,000; in the data active means inhibition above about 13%
Target sequence (Q9UBB5 whole entry, looked up): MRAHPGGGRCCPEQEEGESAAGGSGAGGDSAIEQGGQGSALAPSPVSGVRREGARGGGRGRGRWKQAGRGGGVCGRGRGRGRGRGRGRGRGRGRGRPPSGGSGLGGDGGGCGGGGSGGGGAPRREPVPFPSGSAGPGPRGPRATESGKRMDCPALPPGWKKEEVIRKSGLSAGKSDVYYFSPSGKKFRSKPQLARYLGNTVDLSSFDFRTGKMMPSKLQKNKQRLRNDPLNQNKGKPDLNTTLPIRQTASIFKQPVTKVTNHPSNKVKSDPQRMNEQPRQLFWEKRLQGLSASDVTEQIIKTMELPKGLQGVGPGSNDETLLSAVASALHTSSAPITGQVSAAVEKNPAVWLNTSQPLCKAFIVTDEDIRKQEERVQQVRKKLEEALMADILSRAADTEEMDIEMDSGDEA
ARFGAP1 inh: inhibitors of rat ARFGAP1 | hit rate 0.26% among 360,000 | Arfgap1-stimulated ARF1 GTP hydrolysis, GDP FP detection | Q62848 | inhibition, % at 16.5 µM | AID 651572;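 active means inhibition above a per-plate limit, mean inhibition of low control wells plus 3 SD, cut at about 25% in these data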;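 further: 0% = DMSO wells with enzyme and 100% = wells lacking Arfgap1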
Target sequence (Q62848 1-136 limits assumed): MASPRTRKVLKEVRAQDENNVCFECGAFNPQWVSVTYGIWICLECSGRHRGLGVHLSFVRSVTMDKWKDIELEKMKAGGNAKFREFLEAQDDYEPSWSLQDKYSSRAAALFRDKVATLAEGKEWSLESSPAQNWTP
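system = rat Arfgap1 catalytic domain, aa 1-136 | technique = FP, GDP Alexa 633 tracer displaced from anti-GDP antibody, 620/688 nm | compound = one concentration, 16.5 µM, DMSO 1.26% | medium = HEPES-based buffer, pH 7.5 | timing = compound-enzyme preincubation 20 min, reaction 120 min, detection 60 min, 25 °C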
PLC-gamma1 inh: PLC-gamma1 (human) inhibition, primary screen; P19174; purified PLC-gamma1, fluorogenic substrate, fluorescence; inhibition, % at 12.2 µM; hit rate 0.84% among 370,000; AID 720700; in the data active means inhibition above about 9.5%
proKLK7 act: proKLK7 (human) activation, primary screen; purified proKLK7, EDANS-DABCYL substrate fluorescence; 100% is mature enzyme control, 0% vehicle; activation, % at 7 µM; hit rate 0.9% among 370,000;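 active means activation above the mean of all tested compounds plus 3 SD, computed per campaign excluding outliers beyond control limits, cut at about 13% in these data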
ASAP1 inh: ASAP1 ArfGAP inhibition; Q9ULH1; ASAP1-stimulated ARF1 GTP hydrolysis, GDP FP detection; inhibition, % at 16.5 µM; hit rate 0.19% among 360,000; in the data active means inhibition above about 25%;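 further: 0% = vehicle with enzyme and substrate and 100% = no enzyme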
UHRF1 binding: UHRF1 methyl-DNA binding inhibition | Q96T88 | UHRF1 binding to methylated oligo, TR-FRET | inhibition, % at 4.4 µM | hit rate 0.75% among 370,000; in the data active means inhibition above about 21%;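 further: UHRF1 SRA domain binding a hemimethylated CpG hairpin DNA probe; 0% = median of test compound wells and 100% = reference inhibitor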
DDE Tn6 FP inh: inhibitors of Tn6 peptide binding to human fibrin DD(E) | P02675 | Fibrin DD(E) TRITC-Tn6 fluorescence polarization displacement | inhibition, % at 8.3 µM | hit rate 0.21% among 370,000 | AID 720509;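 active means inhibition above a per-campaign cutoff: mean of compounds within control limits plus 3 SD, cut at about 15% in these data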;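 further: 0% = median of all compound wells on the plate and 100% = blocking peptide control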
ADAM17 inh: inhibitors of human ADAM17 | P78536 | recombinant ADAM17, EDANS/DABCYL FRET peptide cleavage | inhibition, % at 6.95 µM | hit rate 0.83% among 370,000 | AID 720648;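 active means inhibition above the mean of compounds lying between control limits plus 3 SD, set per campaign, cut at about 8.5% in these data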;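 further: 0% = DMSO-only wells as the low control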
Numbers without * were called inactive; i = inactive.

SMILES	Tn7 DDE FP	PLCb3 inh	MBD2 inh	ARFGAP1 inh	PLC-gamma1 inh	proKLK7 act	ASAP1 inh	UHRF1 binding	DDE Tn6 FP inh	ADAM17 inh
O=C(Nc1ccc2c(c1)OCO2)C1CCCCC1	1	-2	1	4	1	0.1	-6	2	1	-2
CCCC(=O)C1=C(c2ccccc2)C(C#N)(C#N)C(C#N)=C1N	-1	-141	-7	16	-108	9.1	5	-5	6	-27
O=S(=O)(c1ccccc1)N1CCCN(S(=O)(=O)c2ccccc2)CC1	3	-2	2	2	1	0.5	-2	-2	-3	-4
COc1cccc(CC(=O)NC2CCCN(Cc3ccc(Cl)cc3)C2)c1 (stereo unspecified)	-1	-2	2	5	2	0.1	5	-2	2	2
Cc1ccc(C(=O)Nc2ccc(S(=O)(=O)N3CCOCC3)cc2)cc1Br	-5	-7	4	3	1	-0.2	-3	4	0	-2
COc1ccc(OC)c(N=C(C)C2=C(O)COC2=O)c1	-2	-7	3	-5	-5	0.4	0	-5	-2	-3
CCCn1c(=N)n(CC(=O)c2ccc(Cl)c(Cl)c2)c2ccccc21	3	-78	-4	-2	-79	-1.3	7	0	3	-7
Cc1cc(NC(=O)Cc2c(C)[nH]c3ccccc23)ccc1Oc1cccnc1	2	-66	4	-13	-57	-2.4	-13	-1	-2	-15
Cc1ccnc(NC(=O)CCC(=O)N(CC(=O)NC2CCCCC2)Cc2cccs2)c1	-7	2	-3	1	4	0.3	-5	-2	3	1
O=C(Nc1ccc(N2CCCCCC2)cc1)c1ccc[nH]1	1	-12	3	3	-3	-0.9	1	-2	-5	-6
COc1ccc(C(=O)N2CCN(C(=O)c3ccco3)CC2)cc1OC	-7	0	3	-4	3	-0.3	-5	-5	6	-5
CCCCn1nc2cc(C(=O)N[C@H](C)C3CCCCC3)ccc2c1OCC	-4	-318	3	14	-227	-12	-7	1	-3	-166
COc1cc(NCCCCCCN)c2ncccc2c1OC	-5	-18	-6	14	-14	-0.1	-11	2	10	-3
CCC1CCCCN1C(=O)CCNS(=O)(=O)c1ccc2c(c1)oc(=O)n2C (stereo unspecified)	8	-4	0	6	0	0.4	-6	1	5	1
CC(=O)c1ccc(NC(=O)CCCN2C(=O)C(c3ccccc3)Oc3cccnc32)cc1 (stereo unspecified)	0	-10	1	-6	-1	-0.3	-1	3	-1	-3
CC(=O)Oc1ccc(N(C(C)=O)S(=O)(=O)c2ccc3ccccc3c2)cc1Br	-4	-10	1	13	-3	0.3	10	1	-4	2
CN(CC(=O)NCCc1ccc(Cl)cc1)S(=O)(=O)c1cccs1	10	-4	-2	9	3	-0.2	8	0	1	1
CC(C)n1c(=O)c2ccccc2n1Cc1cn(-c2ccccc2)nn1	1	-71	2	-12	-46	3.9	-10	3	-7	-89
COc1ccc(S(=O)(=O)Nc2cc(Sc3ncn[nH]3)c(O)cc2C)cc1	-1	-2	3	8	1	-0.5	-9	-2	-5	-3
O=C(NCc1ccc(Cl)cc1)c1ccc(COCC(F)(F)F)o1	7	2	-9	-7	-2	0.9	-3	-3	4	-2
CCOC(=O)c1c(/N=C/C2=C(O)CCCC2=O)sc2c1CCCC2	8	-22	-5	1	-17	-0.2	-19	-1	0	-5
Cc1ccc(CCN2CC(C(=O)NCCC(C)C)CC2=O)cc1 (stereo unspecified)	-5	0	-6	8	0	-0.1	8	0	3	0
CCc1cc2c(nc1CC)CCCN2S(=O)(=O)c1ccc(C#N)cc1	-4	-5	-3	-10	-6	0.8	-15	0	1	-3
COc1ccc(NC(=S)N2N=CCC2c2ccccc2)cc1 (stereo unspecified)	2	2	2	6	-1	-0.6	-4	-2	4	-4
Cc1ccc(N(Cc2ccccc2F)S(C)(=O)=O)cc1C	0	2	2	0	3	0.5	6	2	-1	2

The results go on.
SMILES	Tn7 DDE FP	PLCb3 inh	MBD2 inh	ARFGAP1 inh	PLC-gamma1 inh	proKLK7 act	ASAP1 inh	UHRF1 binding	DDE Tn6 FP inh	ADAM17 inh
CC1CC(=O)Nc2ccccc2N1C(=O)Nc1ccc(F)cc1F (stereo unspecified)	-4	0	-2	-6	3	0.6	1	3	2	0
O=C(CNc1cc(S(=O)(=O)N2CCOCC2)ccc1NCC1CCCO1)Nc1ccccc1F (stereo unspecified)	4	-40	-3	-5	-23	0.0	-1	0	8	-3
CN(c1ccccc1)C(c1ccc(F)cc1)c1nnnn1C1CCCC1 (stereo unspecified)	10	10	0	-4	3	-0.5	-3	3	-2	-3
O=C(CCSCCC(=O)N1CCCC1)N1CCCC1	1	1	-6	15	3	0.2	-5	-2	-3	1
CCn1c(NC(=O)/C=C/c2ccc(F)cc2)nc2ccccc21	1	-63	4	-5	-38	-2.0	-4	-2	1	0
CCC1(c2ccccc2)NC(=O)N(CC(=O)Nc2ccc(OC)nc2)C1=O (stereo unspecified)	22*	-17	-5	-2	-10	0.7	1	-2	-2	1
C[C@@H]1CCCCO[C@@H](CN(C)Cc2ccc(Cl)c(Cl)c2)[C@@H](C)CN([C@H](C)CO)C(=O)c2cc(NC(=O)Nc3ccccc3)ccc2O1	-1	0	-1	14	2	0.5	-3	1	2	2
S=c1[nH]nc(Nc2cccc3ccccc23)s1	-11	-27	-2	10	-24	0.3	-7	-2	-2	0
O=C(COC(=O)CCc1nc2ccccc2c(=O)[nH]1)Nc1ccc2c(c1)OCO2	5	-13	3	-1	-5	-0.7	0	2	-4	-5
Cc1ccc(S(=O)(=O)NC2CCCCC2)cc1	8	1	-1	-4	-1	-0.2	-7	-2	-2	-3
Cc1cccc(C)c1-n1nnnc1C1(C)CCC(=O)N1Cc1cccc(C(F)(F)F)c1 (stereo unspecified)	-2	1	1	-2	3	1.1	-7	0	12	-2
O=C(CNC(=O)c1ccccc1)OCCOc1cccc(Cl)c1	2	-6	3	-12	1	1.0	2	-5	-1	-2
Cc1ccc(S(=O)(=O)/N=C2\C=C(NS(=O)(=O)c3ccccc3)C(=O)c3ccccc32)c(C)c1	8	-4	-17	-4	0	0.0	-8	-2	4	2
CCCN1CCC(=O)N([C@H](CSc2ccc(OC)cc2)CC(C)C)CC1	-6	3	3	18	2	0.3	2	-2	-3	1
O=S(=O)(c1ccc(Cl)cc1Br)N1CCCCC1	3	0	2	4	1	0.4	-11	-2	1	-2
CCn1cc(SCC(=O)Nc2cc(C)on2)c2ccccc21	-1	0	2	-3	-2	0.4	-9	1	0	-4
Cc1ccc(C2(C)NC(=O)N(CC(=O)NNC(=O)c3ccoc3C)C2=O)cc1 (stereo unspecified)	0	-2	-5	9	3	1.6	-11	-3	3	-1
CCOc1ccc(-c2nnn(CC(=O)Nc3ccccc3OC)n2)cc1OCC	-3	-30	2	2	3	0.1	2	1	-6	-2
CN(C)C(CNC(=O)CCc1nc2sc3c(c2c(=O)[nH]1)CCCC3)c1ccccc1 (stereo unspecified)	12	-13	2	-6	-12	-0.5	-1	2	1	-12
CC1CCc2c(C(=O)NCc3ccco3)csc2C1 (stereo unspecified)	-5	-10	2	17	3	0.1	1	3	3	-1
Cc1nn(-c2ccccc2)c(N2CCCC2)c1/C=N/NC(=O)c1cc(-c2ccccc2)nc2ccccc12	3	0	4	-10	-7	-1.0	8	0	1	-1
[O-][n+]1cccc2ncc3cscc3c21	5	-12	-3	9	-8	-0.6	1	-4	-3	-6
CCCN(CCC)c1nc(Cl)nc(NCc2ccco2)n1	-2	0	2	7	0	0.3	19	1	-1	-2
Cc1ccc(N2C(=O)CSC2c2c(F)cccc2Cl)cc1 (stereo unspecified)	0	-1	-4	4	-2	-0.5	8	0	8	-2
CC(C)(C)C(=O)N1CCN(c2ccc(NC(=O)c3ccco3)cc2)CC1	11	-3	-8	2	-1	-0.2	-6	-3	-2	-2

Taken from above.
O=C(CCSCCC(=O)N1CCCC1)N1CCCC1 in PLCb3 inh is entered as 1
O=C(COC(=O)CCc1nc2ccccc2c(=O)[nH]1)Nc1ccc2c(c1)OCO2 in DDE Tn6 FP inh is entered as -4
Cc1ccc(S(=O)(=O)NC2CCCCC2)cc1 in MBD2 inh is entered as -1

An excerpt from above, reduced to ASAP1 inh and proKLK7 act:
Compound | ASAP1 inh | proKLK7 act
Cc1ccc(N2C(=O)CSC2c2c(F)cccc2Cl)cc1 (stereo unspecified) | 8 | -0.5
CC(C)(C)C(=O)N1CCN(c2ccc(NC(=O)c3ccco3)cc2)CC1 | -6 | -0.2

Continuation.
SMILES	Tn7 DDE FP	PLCb3 inh	MBD2 inh	ARFGAP1 inh	PLC-gamma1 inh	proKLK7 act	ASAP1 inh	UHRF1 binding	DDE Tn6 FP inh	ADAM17 inh
CCCCNC(=O)Cc1coc2ccc3ccccc3c12	-9	-5	-1	4	-3	-0.6	13	-2	3	-2
CC(C)OCCCN1CN(S(=O)(=O)c2cccs2)c2nc3ccccc3nc21	-1	-42	-3	4	-28	1.4	-6	0	-9	-69
Cc1cccc(C2Nc3ccccc3C(=O)N2c2ccccc2)n1 (stereo unspecified)	-11	i	0	2	i	19*	-13	0	1	-343
Cc1ccc(NC(=O)c2cc(S(=O)(=O)N3CCCC3)c[nH]2)c(C)c1	2	-2	4	-11	0	-0.5	-2	3	-7	-4
COc1ccc(C(=O)n2nc(C)cc2C)cc1OC	-2	-1	3	-1	-1	-0.4	0	4	1	-5
CCN=C1S/C(=C\c2cn(CC(=O)NCCOC)c3ccccc23)C(=O)N1CC	2	0	-4	3	3	-0.8	-11	-1	5	2
C=CCN1C(=O)c2ccc(C(=O)N(C)CC(=O)Nc3ccccc3C(F)(F)F)cc2C1=O	-6	-5	-3	7	0	0.1	2	-1	4	-1
O=C(CSc1nnnn1-c1ccc(C(=O)O)cc1)NC1CCCCC1	-1	-7	-3	-3	1	0.6	2	0	5	-4
COc1ccc(C(C)=O)cc1COC(=O)C1CCN(C(=O)c2ccc(Cl)cc2)CC1	8	-6	-4	-5	-1	-0.7	-2	-2	-3	-2
O=C(COc1ccc2c3c(c(=O)oc2c1)CCC3)NCCCN1CCCC1=O	5	-10	-5	17	-6	-0.5	4	-2	-1	-28
COc1ccc(-c2nnn(CCC(=O)O)n2)cc1	1	0	36*	-1	0	-0.2	0	-1	-3	-3
Cc1ccc2nc(NC(=O)CCn3c(=O)sc4ccccc43)sc2c1	-8	0	0	-1	3	0.2	8	1	0	5
O=[n+]1cc(-c2cccc3ccccc23)n([O-])c2c1CCC2	-2	0	-7	2	-2	0.2	11	-1	-9	3
CCOc1ccccc1NC(=O)C(OC(=O)c1cnccn1)c1ccccc1 (stereo unspecified)	-8	-7	4	-5	-3	0.1	5	2	5	0
COc1ccc(S(=O)(=O)NCC(=O)N(CC(=O)NCc2ccccc2)Cc2ccco2)cc1	2	-5	-1	-3	-1	-0.7	-6	0	9	-2
COc1ccc(NC(=O)[C@@H](NC(=O)c2ccccc2F)C(C)C)cc1S(=O)(=O)N1CCOCC1	5	-5	2	-3	1	-0.4	-4	-1	5	-2

An excerpt from above in order of their number in PLC-gamma1 inh, ascending:
| SMILES | PLC-gamma1 inh |
| --- | --- |
| CCCCNC(=O)Cc1coc2ccc3ccccc3c12 | -3 |
| O=[n+]1cc(-c2cccc3ccccc23)n([O-])c2c1CCC2 | -2 |
| COc1ccc(C(C)=O)cc1COC(=O)C1CCN(C(=O)c2ccc(Cl)cc2)CC1 | -1 |
| COc1ccc(-c2nnn(CCC(=O)O)n2)cc1 | 0 |

Bioassay records (PubChem BioAssay)
